RGS4 inh: inhibitors of human regulator of G protein signaling 4. P49798. Transcreener GDP fluorescence polarization, RGS4-accelerated GTP hydrolysis. Potency, µM (top dose mostly 114 µM), for inactives: at the top dose activity change, negative = inhibition, hits mostly inhibitors. hit rate 0.039% among 390,000. AID 504845; further: potency means the concentration at half of the fitted maximal effect; on the % scale 0 is the no-effect control and ±100 the full control effect; nearly all actives have a fitted effect of over 75% in size; some results filed as inactive show a strong effect at the top dose
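MLSMR compounds (23 nl, pin-transferred) preincubated 10 min at room temperature with a 500nM (2x) first reagent, then RGS4 at 900nM (2x) plus Transcreener GDP mix added; fluorescence polarization (620/688 nm) read before and after 90 min at 30 °C.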
D2 antag: antagonists of human D2 dopamine receptor. P14416. HEK293 TREx D2 cells, calcium flux, dopamine EC80. inhibition, % at 10 µM. hit rate 2% among 340,000; in the data active means inhibition above about 30%; further: 0% is about no effect
Target sequence (P14416 whole entry, looked up): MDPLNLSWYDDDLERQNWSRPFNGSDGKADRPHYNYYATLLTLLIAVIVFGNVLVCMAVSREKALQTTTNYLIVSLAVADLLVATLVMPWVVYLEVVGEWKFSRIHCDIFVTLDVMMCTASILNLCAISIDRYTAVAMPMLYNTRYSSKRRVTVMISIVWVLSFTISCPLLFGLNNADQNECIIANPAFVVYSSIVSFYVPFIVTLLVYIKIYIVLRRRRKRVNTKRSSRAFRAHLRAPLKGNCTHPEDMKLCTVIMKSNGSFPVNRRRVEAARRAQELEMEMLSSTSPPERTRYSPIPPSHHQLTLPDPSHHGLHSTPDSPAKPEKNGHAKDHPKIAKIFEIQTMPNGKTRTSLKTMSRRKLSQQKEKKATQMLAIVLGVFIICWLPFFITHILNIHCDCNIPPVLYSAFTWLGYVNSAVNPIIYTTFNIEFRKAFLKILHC
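Dopamine at EC80 is the agonist stimulus; test compounds precede it by 180 s. Calcium flux read kinetically in a force-coupled, inducible HEK293 T-REx D2 cell line.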
Glioma ERSR ind: inducers of ER stress response in human glioma cells; Potency, µM, without a hit: at the top dose activation, most hits filed as activators; U87-MG GRP78 promoter luciferase reporter, 16 h; hit rate 0.02% among 420,000; further: potency means the concentration at half of the fitted maximal effect; series mostly up to about 76 µM; % of control where 0% means no effect; nearly all actives have a fitted effect of over 35% in size
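ERSR induction read as luciferase luminescence (Bright-Glo, 10 min at room temperature) in stably transfected human U87-MG glioma cells exposed to compounds for 16 h, using GRP78 as sensor.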
D2 ag: activates the human D2 dopamine receptor | P14416 | HEK293 T-REx D2 cells, calcium flux agonist mode | activation, % at 2 µM | hit rate 0.53% among 340,000 | AID 485358;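 active means activation over 3 SD above normal in the single-dose calcium agonist read, cut at about 30% in these data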; further: 0% is about no effect
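In this primary screen, compounds producing a positive calcium signal within 180 s of addition to tetracycline-induced, force-coupled HEK293 Trex D2 cells are flagged; cells are dye-loaded with a no-wash calcium kit beforehand.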
ERG-DNA inh: ERG Ets/DNA interaction inhibition. fluorescence polarization, His-ERG Ets domain / labelled DNA. Potency, µM (highest dose often 76.9 µM), for the others: at the top dose FP activity, negative = inhibition, most hits filed as inhibitors. hit rate 0.028% among 370,000; active means well fitted inhibition curve with a large enough effect in the polarisation, with a control signal flat; inconclusive means small, poorly fitted or top-dose-only effect, or effect the other way, or a change in a side signal; inactive means no such curve, though single readings can be large or run the other way; the % refers to the polarisation;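 further: polarization taken with two DNA probes labelled with fluorescein and Texas red; potency means the concentration at half of the fitted maximal effect; % of control where 0% means no effect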
Target sequence (P11308 whole entry, looked up, the tested form may be a part): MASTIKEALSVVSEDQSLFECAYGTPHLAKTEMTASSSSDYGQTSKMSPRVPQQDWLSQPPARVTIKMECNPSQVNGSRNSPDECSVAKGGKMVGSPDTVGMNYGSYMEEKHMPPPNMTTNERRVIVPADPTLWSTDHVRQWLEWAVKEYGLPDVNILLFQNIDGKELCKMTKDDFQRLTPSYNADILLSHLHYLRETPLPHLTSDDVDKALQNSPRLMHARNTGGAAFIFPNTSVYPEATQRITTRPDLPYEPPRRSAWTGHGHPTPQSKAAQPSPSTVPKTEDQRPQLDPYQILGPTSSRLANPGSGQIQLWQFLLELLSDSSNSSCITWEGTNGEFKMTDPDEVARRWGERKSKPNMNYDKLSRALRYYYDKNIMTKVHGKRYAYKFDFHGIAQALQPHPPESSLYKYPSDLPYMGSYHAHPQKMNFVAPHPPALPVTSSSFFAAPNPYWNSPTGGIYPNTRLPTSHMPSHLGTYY
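His-tagged ERG Ets domain (1 uM in the protein solution; 300mM KCl, 50mM Tris-HCl, 1mM EDTA, 1mM DTT, pH 7.5) received compound, then a probe mix of 5 nM fluorescein-DNA and 100nM Texas-615-DNA. Fluorescence polarization was read for both dyes.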
Vif-APOBEC3F blk: blocks the Vif interaction with APOBEC3F | HeLa A3F-eYFP + Vif (tagged APOBEC3F with the HIV-1 protein that degrades it), YFP fluorescence increase | hit rate 0.2% among 390,000 | Potency, µM (highest dose often 46.1 µM), without a hit: top-dose activity, negative = active; further: potency means the concentration at half of the fitted maximal effect; % of control where 0% means no effect; nearly all actives have a fitted effect of over 65% in size
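HeLa cells stably expressing Vif plus C-terminally eYFP-tagged A3F were seeded, incubated overnight at 37 deg C, dosed with compound, incubated overnight again at 37 deg C. Yellow fluorescence (Ex 488/Em 500-530) reported blocked Vif-mediated A3F-eYFP degradation.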
12-LOX inh: blocks human arachidonate 12S-lipoxygenase; purified 12hLO, xylenol orange hydroperoxide absorbance; Potency, µM (highest dose often 108 µM), for the others: at the top dose activity change, negative = inhibition, hits mostly inhibitors; hit rate 1.1% among 580,000; further: potency means the concentration at half of the fitted maximal effect; on the % scale 0 is the no-effect control and ±100 the full control effect
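Purified human 12hLO (150 nM final) in 25 mM Hepes, 0.01% Triton X-100, pH 7.0 was preincubated 15 min at room temperature with compound. Then 40 uM arachidonic acid was added, 30 min. Hydroperoxide was read by Fe-XO absorbance ratio 573/405 nm.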
Vif-APOBEC3G blk: Vif-A3G binding inhibition. Q9HC16. HeLa A3G-eYFP + Vif (tagged APOBEC3G with the HIV-1 protein that degrades it), YFP fluorescence, overnight. Potency, µM (series often up to 46.1 µM), without a hit: at the top dose activity, negative = active, most hits filed as inhibitors. hit rate 0.076% among 410,000;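 further: potency means the concentration at half of the fitted maximal effect; on the % scale 0 is the no-effect control and ±100 the full control effect; nearly all actives have a fitted effect of over 60% in size; hits raise eYFP signal because A3G escapes Vif-driven loss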
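Read-out is eYFP fluorescence (Ex 488/Em 500-530) from Vif-expressing HeLa A3G-eYFP cells; more signal means A3G escaped Vif-mediated degradation. Cells plated overnight, compound pinned in, incubated overnight at 37 deg C.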
LDHA inh: blocks human lactate dehydrogenase A; purified LDHA, NADH/diaphorase-resazurin fluorescence; stronger effect = lower value; activity change, % (values are at about 110 or 230 µM); hit rate 0.15% among 480,000; in the data active means activity change below about -30%; inconclusive means mostly about -25% to -30%;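 further: plate controls were DMSO wells for no effect and wells without enzyme for full effect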
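Human LDH5 (2 nM) was incubated with 0.06 mM NADH and 0.2 mM pyruvate for 5 min at room temperature in Tris pH 7.4. Remaining NADH was coupled through diaphorase/resazurin, and resorufin fluorescence was read at 0 and 20 min.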
Starred values were filed as active, the others as inactive; ? = inconclusive; . = not tested or not shown; & = joins results of further samples; [ ] = another dose, or the depositor's remark. Unless noted, the call rests on the fitted dose curve; in most records, active means well fitted curve in the direction sought with a large enough effect; inconclusive means small, poorly fitted or top-dose-only effect, or another doubt; inactive means no such curve, though single readings can be large; an effect the other way counts as inactive or inconclusive. Not all compounds are listed, so the mix of outcomes need not match the whole.

SMILES	RGS4 inh	D2 antag	Glioma ERSR ind	D2 ag	ERG-DNA inh	Vif-APOBEC3F blk	12-LOX inh	Vif-APOBEC3G blk	LDHA inh
CC(=O)Nc1cc(-c2nc3ccccc3o2)ccc1Cl	9%	3	5%	0.4	-11%	0%	?	-3%	-9&-2
CCCN(CCC)Cc1cc2ccccc2c2c1COC2	-39%	20	0%	13	-4%	1%	-12%	0%	-2
O=C(NCCCc1ccccc1)C1CC1	2%	.	1%	.	2%	1%	9%	1%	0
S=C(N/N=C/c1ccc2ncccc2c1)Nc1cccnc1	-42%	14	-9%	0.0	10%	1%	-14%	1%	-5
Cc1c(C(=O)N(Cc2ccccc2)C(C)C)cnn1-c1ccccc1	18%	-12	-3%	-1.3	-9%	1%	0%	0%	-1
O=C(NC(=S)NCCCN1CCOCC1)c1ccc([N+](=O)[O-])cc1	-1%	-9	-1%	1.0	1%	-9%	-13%	0%	-8
Cc1oc2ccc(O)c(CN3CCN(C)CC3)c2c1C(=O)Nc1cccc(C(F)(F)F)c1	17%	.	-6%	9.8	-1%	-10%	?	9%	-10
O=C1C=C(c2ccc(-c3ccccc3)cc2)C[C@@H](c2ccc(Cl)cc2)C1	-2%	12	-4%	0.2	6%	8%	15%	-1%	0
O=S(=O)(c1ccc(N2CCN(S(=O)(=O)c3ccc4c(c3)OCCO4)CC2)nc1)N1CCCC1	-14%	5	-4%	4.5	-1%	-4%	0%	-6%	-8
COc1ccc(CNC(=O)Cn2nc(Cc3cccnc3)c3ccccc3c2=O)cc1	-1%	-6	-4%	-0.4	6%	-3%	13%	0%	-11
COc1ccc(NC(=O)CN2CCC(C(N)=O)CC2)cc1	13%	6	-4%	0.9	-5%	4%	20%	-5%	0
COc1ccc(CNC(=O)CSc2nccn(-c3ccc(F)c(F)c3)c2=O)cc1	-44%	-5	-2%	0.4	-5%	-14%	-25%	-1%	-1
COc1ccc(C2CC(c3ccc(OC)cc3)n3nc(NC(=O)c4ccco4)nc3N2)cc1 (configuration not stated)	-52%	-2	-6%	0.4	7%	1%	3%	3%	3
CCC1Nc2ncnc(N3CCN(c4ccccc4)CC3)c2N(Cc2ccc(OC)cc2)C1=O (configuration not stated)	-11%	1	-2%	-0.1	4%	8%	?	-6%	-1
COC(=O)c1ccc(NC(=S)NC2CC2)cc1	-12%	5	6%	0.9	-13%	-5%	-23%	2%	-9
C/C=C/Cn1c(SCc2ccccc2)nc2c1c(=O)[nH]c(=O)n2C	?	-6	1%	0.3	6%	-11%	0%	-10%	-6
Fc1ccc(F)c(C2=NNC(=NCC3CCCO3)SC2)c1 (configuration not stated)	-38%	-9	1%	-0.5	-6%	3%	?	-5%	-3
CS(=O)(=O)Nc1ccccc1C(=O)Nc1ccc2c(c1)OCCO2	-4%	-8	-1%	1.2	7%	-9%	0%	-8%	-8
O=C(c1ccc(N2CCC3(CC2)OCCO3)c([N+](=O)[O-])c1)N1CCOCC1	12%	31*	1%	-0.3	-9%	6%	-7%	1%	-9
Cc1ccc2nc(-c3cccs3)c(Nc3c(C)cccc3C)n2c1	-6%	.	-1%	-0.1	-1%	-22%	?	0%	0
c1coc(CNc2c3c(nc4ccccc24)CCC3)c1	13%	4	-2%	0.5	3%	-7%	0%	-16%	-13
CCCNC(=S)Nc1ccc(Nc2ccccc2)cc1	-8%	-19	1%	-0.2	3%	.	?	2%	2
CCNC(=O)CC1C(=O)N(c2ccc(C)cc2)C(=O)N1CCC(C)C (configuration not stated)	-10%&-12%	5	-3%&-1%	1.1&-0.3	3%&0%	-8%&-5%	4%&-19%	-1%&-1%	0&1
O=C(Cn1nnc2ccccc21)Nc1ccc([N+](=O)[O-])cc1	1%	4	-2%	1.0	-14%	-1%	-19%	1%	-8
COc1cc(NC(=O)CSc2nc3[nH]ncc3c(=O)n2-c2ccccc2)cc(OC)c1OC	.	.	-2%	.	.	2%	-20%	2%	-1
CC1(C)CC(=O)C=C(c2n[nH]nc2-c2ccccc2)C1	.	.	-1%	.	.	1%	-8%	-1%	-2
Cc1cccc(N2CCN(C(=S)c3ccccc3)CC2)c1	-2%	-11	0%	1.2	-12%	4%	-12%	0%	-6
COc1cc(-c2nnc(SCc3ccccc3Cl)o2)cc(OC)c1OC	-8%	-15	0%	0.4	0%	0%	9%	1%	-6
Cn1c(SCc2ccc(F)cc2Cl)nc2ccccc2c1=O	-26%	-26	-3%	0.9	-12%	7%	187%[activator]	2%	-3
CCn1c(SCc2ccc(F)cc2)nnc1-c1nn(-c2ccccc2)ccc1=O	2%	.	-1%	.	2%	5%	140%[activator]	0%	-7
CCOc1ccc(NS(=O)(=O)c2ccc3[nH]c(=O)c(=O)[nH]c3c2)cc1	-2%	-31	-1%	0.1	-4%	10%	-15%	0%	-2
CC(C)(C)C1CCC(C(=O)NNC(=O)c2ccncc2)CC1 (configuration not stated)	-1%	-11	-4%	0.0	1%	7%	11%	0%	-5
O=C(c1coc(=O)c(Br)c1)N1CCCc2ccccc21	-27%	-1	-3%	0.0	19%	5%	7.1µM*	-2%	16
CSc1nc(N(C)C)nc(N(C#N)CCOC(C)=O)n1	12%	-10	20%	-0.6	-4%	10%	20%	-2%	-3
CCOC(=O)[C@H]1[C@H]2COc3ccc(OC)cc3[C@@H]2N2C(=O)CN(Cc3ccc(Cl)cc3)C(=O)[C@@]12C	-1%	-2	-2%	-0.2	18%	-6%	-6%	-5%	3
Cc1ccc2nc(/C(C#N)=N/O)[nH]c2c1	13%[11.4 µM]	-8	-2%	1.3	-7%	4%	0%	-6%	3
CN1CCc2c(sc3c2C(=O)NC(c2ccc4c(c2)OCO4)N3)C1 (configuration not stated)	-4%	32*	0%	0.4	2%	0%	-3%	-1%	-2
CC(=O)C1=CCC(c2ccccc2)N(S(C)(=O)=O)C1 (configuration not stated)	.	.	-3%	.	.	.	-12%	-2%	-12
CCOC(=O)C1=C(C)NC2=C(C(=O)CC(c3ccc(OC)c(OC)c3)C2)C1c1ccc(C)o1 (configuration not stated)	-31%	-7	-4%	0.1	.	-2%	-12%	-7%	1
COC(=O)c1ccncc1C(=O)Nc1ccc(OC)cc1	38%	1	-3%	1.6	7%	4%	.	3%	-6
COc1ccc(C(=O)N2CCN(S(=O)(=O)c3ccc(Cl)cc3)CC2)cc1OC	-4%	0	-4%	0.5	3%	9%	0%	-2%	-1
CCN(CCCNC(=O)C1CCN(C(=O)c2cc3sccc3n2C)CC1)Cc1ccccc1	4%[56.9 µM]	25	-4%	0.6	-6%	0%	-23%	0%	-5
O=C(/C=C(\c1ccccc1)n1cncn1)c1ccccc1	3%	6	-2%	-7.3	5%	0%	-2%	-1%	-2
O=C1COc2ccccc2CN1	-20%	-3	-1%	0.6	2%	1%	0%	1%	-4
COCCn1c(SCc2nnc(-c3ccc(OC)c(OC)c3)o2)nnc1-c1ccncc1	-18%	-5	-2%	0.8	-1%	10%	13%	0%	3

Among those listed so far, four contain a furan ring, fused or not.
SMILES	RGS4 inh	D2 antag	Glioma ERSR ind	D2 ag	ERG-DNA inh	Vif-APOBEC3F blk	12-LOX inh	Vif-APOBEC3G blk	LDHA inh
Cc1oc2ccc(O)c(CN3CCN(C)CC3)c2c1C(=O)Nc1cccc(C(F)(F)F)c1	17%	.	-6%	9.8	-1%	-10%	?	9%	-10
COc1ccc(C2CC(c3ccc(OC)cc3)n3nc(NC(=O)c4ccco4)nc3N2)cc1 (configuration not stated)	-52%	-2	-6%	0.4	7%	1%	3%	3%	3
c1coc(CNc2c3c(nc4ccccc24)CCC3)c1	13%	4	-2%	0.5	3%	-7%	0%	-16%	-13
CCOC(=O)C1=C(C)NC2=C(C(=O)CC(c3ccc(OC)c(OC)c3)C2)C1c1ccc(C)o1 (configuration not stated)	-31%	-7	-4%	0.1	.	-2%	-12%	-7%	1

Remaining list, next part
SMILES	RGS4 inh	D2 antag	Glioma ERSR ind	D2 ag	ERG-DNA inh	Vif-APOBEC3F blk	12-LOX inh	Vif-APOBEC3G blk	LDHA inh
CC(=O)Nc1ccc(-c2ccnc3c2CC(C(=O)NCc2ccccc2)O3)cc1 (configuration not stated)	.	.	-3%	.	.	.	-2%	?	-2
O=C(CSc1nc(-c2ccccc2)c(-c2ccccc2)[nH]1)NCC1CCCO1 (configuration not stated)	1%	4	-3%	-0.7	3%	0%	13%	0%	-6
Fc1ccccc1Cn1c(-c2ccccc2)nc2ccccc21	-17%	.	12%	.	8%	-6%	-15%	-4%	3
OCC1(CCCc2ccccc2)CCN(C2CCSCC2)CC1	-31%	-8	-3%	-0.8	-15%	0%	-1%	1%	-4
COP(=O)(OC)C(NC(=O)Nc1ccccc1)c1ccccc1 (configuration not stated)	13%[11.4 µM]	-19	-1%	1.4	19%	-4%	-23%	1%	-3
COc1ccc(C2c3[nH]c4ccccc4c3CCN2C(=O)c2ccccc2C(C)=O)c(F)c1 (configuration not stated)	-26%	-17	1%	1.4	3%	0%	10%	-3%	1
CCCCNC(=O)CC1NCCNC1=O (configuration not stated)	31%	-6	-4%	-0.1	-5%	-5%	10%	-1%	-11
COc1ccc(NC(=O)c2cc3c(Cl)nc4ccccc4c3s2)cc1OC	-16%	-13	0%	-0.7	.	0%	-8%	0%	2
O=S(=O)(N1CCOCC1)N1CCCN(S(=O)(=O)N2CCOCC2)CC1	10%	-17	-4%	0.5	-3%	3%	58%[activator]	-8%	-9
CCOc1ccccc1C(=O)NCc1ccc2c(c1)CCN2C(=O)c1ccc(F)cc1	8%	.	-4%	0.1	-1%	-7%	-13%	0%	-4
